OPRM1-OPRD1 ag: agonists of OPRM1-OPRD1 heterodimerization, primary screen, cell-based, luminescence; cells; activation, % at 9.3 µM; 340,000 tested, 0.3% active; in the data active means activation above about 18%;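 further: 0% = vehicle-treated cells and 100% = reference agonist; values of inactives mirror those of a sister screen read the other way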
Target sequence (P35372 whole entry, looked up): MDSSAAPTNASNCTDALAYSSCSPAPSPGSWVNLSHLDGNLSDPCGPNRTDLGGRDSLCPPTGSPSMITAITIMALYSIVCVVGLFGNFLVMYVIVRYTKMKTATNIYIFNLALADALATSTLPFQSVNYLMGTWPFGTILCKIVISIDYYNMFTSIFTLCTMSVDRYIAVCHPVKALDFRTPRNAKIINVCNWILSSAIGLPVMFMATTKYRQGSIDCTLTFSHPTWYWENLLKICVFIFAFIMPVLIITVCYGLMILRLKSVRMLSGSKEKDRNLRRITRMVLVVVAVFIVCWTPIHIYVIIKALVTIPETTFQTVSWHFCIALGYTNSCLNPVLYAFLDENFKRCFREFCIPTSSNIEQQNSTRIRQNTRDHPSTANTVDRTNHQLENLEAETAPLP
Target sequence (P41143 whole entry, looked up): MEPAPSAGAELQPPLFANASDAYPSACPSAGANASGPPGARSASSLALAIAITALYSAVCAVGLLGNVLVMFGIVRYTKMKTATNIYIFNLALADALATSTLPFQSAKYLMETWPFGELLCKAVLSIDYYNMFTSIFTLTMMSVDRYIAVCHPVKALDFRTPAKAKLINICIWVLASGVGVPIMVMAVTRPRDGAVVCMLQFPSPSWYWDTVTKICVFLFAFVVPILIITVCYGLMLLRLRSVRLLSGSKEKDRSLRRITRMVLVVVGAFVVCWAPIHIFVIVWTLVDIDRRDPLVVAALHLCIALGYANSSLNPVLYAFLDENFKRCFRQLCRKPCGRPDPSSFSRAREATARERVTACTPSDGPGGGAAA
PKA-R2B activ: activators of PKA-R2B holoenzyme, primary screen, biochemical, fluorescence polarization, Cy5-IP20, human. cAMP-dependent protein kinase catalytic subunit beta (Homo sapiens) + cAMP-dependent …. PKA-R2B holoenzyme dissociation; R2B truncated from residue 108, S112A mutant; 0% DMSO only, 100% 113 µM cGMP. activation, % at 11.4 µM. 340,000 tested, 0.079% active. AID 504700, 2011;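 active means activation above a cutoff set at the mean over all compounds plus 3 SD, cut at about 18% in these data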;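 further: higher means more holoenzyme dissociation and a rise in polarization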
Tat export inh: E. coli Tat export inhibitors, primary screen, MC4100, TorA-mCherry reporter, fluorescence, single point; inhibition, % at 10 µM; 340,000 tested, 0.036% active;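 active means mean replicate inhibition at least 50% and at least half of replicates individually reaching 50%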;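 further: exported cargo escapes ClpAP degradation while cytoplasmic cargo is degraded and loses fluorescence; 0% = median of neutral control wells and 100% = median of NaSCN control wells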
OPRM1-OPRD1 inv: inverse agonists of MOR-DOR heterodimerization, primary screen, cell-based, luminescence; cell-based MOR-DOR heterodimer luminescence, inverse agonism; inhibition, % at 9.3 µM; 340,000 tested, 0.21% active; Mu-type opioid receptor (Homo sapiens) + Delta-type opioid receptor (Homo sapiens), …; in the data active means inhibition above about 22%, passing the limit was not always enough;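 further: 0% = cells with DMSO and 100% = wells without cells with DMSO; values of inactives mirror those of a sister screen read the other way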
HTR5A inv ctr: HTR5A inverse agonists in luminescence cell assay, primary screen, counter-screen for OPRM1-OPRD1 heterodimer inverse agonist project, full-deck HTS; 340,000 tested, 0.083% active; inhibition, % at 9.3 µM; 5-hydroxytryptamine receptor 5A (Homo sapiens), P47898; AID 504634, 2011; HTR5A cell line, inverse agonism; in the data active means inhibition mostly above about 23%, no sharp cut-off; inactive means mostly below about 18%;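 further: 0% = cells with DMSO and 100% = no-cell wells with DMSO; some compounds called inactive have numbers as strong as hits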
SUMO Mot1 rescue: yeast Mot1-301 growth rescue at high temperature, primary screen, SUMOylation pathway inhibitor project, S. cerevisiae, ATP luminescence, 38.5C | S. cerevisiae Mot1-301 growth rescue; percent above DMSO median, 100 means doubled | growth rescue, % at 18.8 µM | 320,000 tested, 1% active;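 active means every valid replicate shows activation above 250% relative to neutral control wells; inactive means the rest, any valid replicate at or below 250%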;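 further: OY570 slx delta 5 strain wells were the positive control but not used for scaling; some compounds called inactive have numbers as strong as hits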
PKA-R1A act: activators of PKA-R1A holoenzyme, primary screen, biochemical, fluorescence polarization, Cy5-IP20, bovine R1A, mouse PKAc. cAMP-dependent protein kinase type I-alpha regulatory subunit (Bos taurus) + …. PKA-R1A dissociation; scaled: DMSO 0%, 113 µM cGMP 100%. activation, % at 11.4 µM. 340,000 tested, 0.083% active. AID 504707, 2011;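 active means percent activation above the mean of all tested compounds plus 3 SD, cut at about 19% in these data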;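 further: higher means more PKAc released from R1A so a rise in polarization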
PfHsp90 yeast 2: growth inhibition of PfHsp90-expressing yeast, primary screen, antimalarial PfHsp90 inhibitor project, S. cerevisiae, BacTiter-Glo luminescence, single point, set 2 | BacTiter-Glo ATP, 48 h; yeast lacking PDR1 and PDR3 efflux regulators | inhibition, % at 9.4 µM | 310,000 tested, 0.32% active | AID 504621, 2011;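 active means every replicate shows inhibition above about 80%, whatever the replicate mean, limit read from the data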;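 further: 0% = DMSO neutral controls and 100% = 20 µM radicicol positive controls; yeast relying on Plasmodium falciparum Hsp90 in place of its own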
E coli growth: E. coli V3065 growth inhibition, primary screen, counter-screen for AddAB inhibitor project, absorbance, OD600; inhibition, % at 11.9 µM; 330,000 tested, 0.27% active; 18 h;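 active means inhibition above the campaign's mean inhibition across all tested compounds plus 3 SD, cut at about 9.9% in these data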;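 further: uninfected addAB+ strain grown without phage in ampicillin broth; 0% = DMSO wells and 100% = ciprofloxacin 0.95 µg/ml wells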
AddAB inh: growth inhibition of E. coli expressing H. pylori AddAB, primary screen, AddAB inhibitor project, absorbance | inhibition, % at 11.9 µM | 330,000 tested, 0.29% active | AID 435030, 2010; in the data active means inhibition above about 12%;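 further: 0% = vehicle wells of infected cells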
phage Ecoli inh: growth loss of phage-infected E. coli, primary screen, RecBCD inhibitor project, absorbance, with phage, HTS | inhibition, % at 11.9 µM | 360,000 tested, 0.26% active; in the data active means inhibition above about 11%
An asterisk follows results filed as active; i = inactive; . = no result given; + = active, no number.

canonical_smiles,OPRM1-OPRD1 ag,PKA-R2B activ,Tat export inh,OPRM1-OPRD1 inv,HTR5A inv ctr,SUMO Mot1 rescue,PKA-R1A act,PfHsp90 yeast 2,E coli growth,AddAB inh,phage Ecoli inh
Nc1cccnc1S(=O)(=O)c1cccc(C(F)(F)F)c1,-1.0,-2,2,5,-7,23,-2,17,0.2,-0.2,1.9
COC(=O)c1cccc(C(=O)N2CCCC(Nc3ccc(C)c(C)c3)C2)c1 (stereo not given),-0.9,-7,-4,5,-1,-7,0,-17,-1.9,-2.7,0.6
CCCCc1nnc(NC(=O)C2CC(=O)N(c3ccc(C)cc3)C2)s1 (stereo not given),-0.3,0,-2,1,3,-6,-8,.,-1.9,2.5,-1.1
COc1cc(/C=C/C(=O)Nc2ccc3[nH]c(=O)[nH]c3c2)cc(OC)c1OC,0.5,1,-5,-3,28,.,4,-27,-1.4,0.1,1.2
CCOC(=O)Nc1cccc(OCC(=O)Nc2ccccc2OC)c1,0.0,-5,5,0,15,237,9,-15,-0.1,0.6,3.2
Cc1ccc(NC(=O)NNC(=O)C2CC(c3cccs3)=NO2)cc1 (stereo not given),-1.7,12,-12,9,4,-9,-8,-2,0.4,-0.3,1.4
CCOc1ccc(NCc2cc3c(C(C)(C)C)nn(-c4ccccc4)c3[nH]c2=O)cc1,5.6,1,-2,-33,-2,-17,-11,103*,-1.6,0.9,3.3
O=C(CCc1ccccc1)NCCC1=CCCCC1,-0.4,8,-6,2,10,-5,9,18,-1.3,3.2,2.5
COc1ccc(/C=C2/SC(=O)N(CCC(=O)Nc3ccc(S(=O)(=O)Nc4nccs4)cc3)C2=O)cc1,-0.7,-7,4,4,-13,-21,-8,1,-3.4,1.1,-0.4
CN(C)S(=O)(=O)c1ccc(Oc2ccc(S(=O)(=O)N(C)C)cc2)cc1,3.5,-2,0,-20,-12,11,-4,-3,-2.0,1.4,.
O=C(NC(=S)N1CCN(Cc2ccccc2)CC1)c1ccco1,-2.0,-13,-2,10,28,.,-18,1,1.1,-1.2,-1.7
N=c1oc2ccccc2cc1C(=O)N/N=C/c1ccccc1,-3.0,-16,-4,15,7,-1,9,.,1.6,3.3,2.6
CCC(C)SCc1nc2ccccc2[nH]1 (stereo not given),-2.8,13,-3,13,-26,-19,8,-9,0.5,-1.2,-1.3
COc1ccccc1CNC(=O)COC(=O)c1cc(=O)[nH]c2ccccc12,-1.0,-5,-4,4,-8,-13,-11,-2,-1.1,-0.5,0.1
CN(Cc1c(F)cccc1Cl)C(=O)CNC(=O)c1sc2ccccc2c1Cl,-2.5,-4,7,14,-1,-17,4,9,1.5,3.1,1.3
Cc1c(Cc2ccccc2)c(=O)oc2cc(OCC(N)=O)ccc12,-3.0,7,7,16,1,-19,8,-8,0.8,2.7,4.9
NS(=O)(=O)c1ccc(CCNC(=O)CSc2nc3ccccc3c(=O)n2CC2CCCO2)cc1 (stereo not given),-2.6,-1,-4,14,4,15,1,5,-1.1,1.5,-0.6
CCN1CCN(c2ccc(S(=O)(=O)N3CCOCC3)cc2NC(=O)/C=C/c2ccc(C)cc2)CC1,-4.4,7,-2,21,18,.,-10,-12,-0.5,0.8,-2.1
COc1ccc(-n2nc3c(N4CCC(C(=O)N5CCC(C)CC5)CC4)nnc(C)c3c2C)cc1,-1.3,0,3,7,9,-20,-7,25,-1.8,5.1,0.8
Cc1nc(SCc2ccc(C(=O)O)cc2)nc2c1CCCC2,-1.1,-3,-11,5,-2,1,-3,9,-1.5,3.1,3.2
COc1ccccc1C(=O)NCCC(=O)NC1CCCC(C)C1C (stereo not given),-3.1,4,3,16,17,-8,-1,.,0.0,-1.4,2.3
CCCN(C(=O)C1CCCN(c2ncnc3c2nc2n3CCCCC2)C1)c1ccc(F)cc1 (stereo not given),-1.4,-6,-2,7,-3,5,3,5,-0.2,2.3,1.9
Cc1ccccc1C(=O)NNC(=O)CSc1nnc(-c2ccncc2)n1-c1ccccc1,-0.4,-1,0,3,10,4,-2,-3,-2.5,5.4,3.0
CCOC(=O)N1CCN(C(=O)CS(=O)(=O)Cc2nc(-c3ccccc3F)oc2C)CC1,-1.6,3,-10,8,-11,-11,-4,7,0.0,2.7,-0.8
COc1ccc(S(=O)(=O)NCc2ccccn2)cc1NC(=O)c1ccccc1C,-5.3,4,-17,26,1,9,2,5,1.4,0.8,0.4
O=C(NC1CCN(Cc2ccc(F)cc2)CC1)c1ccccc1,-1.2,-7,-2,6,6,396,-4,7,1.8,2.9,3.7
Cc1sc(NC(=O)/C=C/c2ccco2)c(C(=O)O)c1C,-2.4,5,-2,12,-20,-10,10,25,2.6,1.1,3.5
CCn1nc(C)c(CN2CCCC(CO)(Cc3ccccc3)C2)c1C (stereo not given),-0.7,-5,4,3,6,18,-6,-18,1.3,-0.5,5.3
CC(C)C(=O)Nc1cccc(-c2nc3ncccc3o2)c1,-2.5,-8,-11,12,-4,+,-2,14,-1.5,0.4,-0.4
COC(=O)c1ccc(=O)n(Cc2ccco2)c1,-1.5,-2,-6,8,9,41,-1,9,1.4,-5.5,2.5
CC1=Nc2cccc3cccc(c23)N1,9.0,5,-2,-52,5,i,-6,.,-2.0,-3.2,5.8
Cc1cc2n(n1)C(c1ccccc1Cl)Nc1ccccc1-2 (stereo not given),-0.1,-13,16,0,1,-3,-3,9,-1.6,-1.1,2.5
Cc1cccc(NCC(=O)N/N=C/c2ccc(Br)cc2)c1,8.3,4,4,-44,7,22,-4,-15,0.0,0.9,2.2
COc1cccc(NC(=S)N(CCc2c(C)[nH]c3ccccc23)Cc2cccs2)c1,4.8,0,-2,-25,-4,1,-5,-30,2.5,2.1,8.2
COc1ccc(NC(=O)CSc2nnc(-c3cccc(O)c3)o2)cc1,-1.9,-2,23,10,9,-8,-5,-16,9.0,12,7.4
Cc1cccc(OCc2nnc(NC(=O)Cc3cccs3)s2)c1,1.3,-9,-9,-6,-14,-18,-6,.,-0.8,0.9,0.2
Cc1cc(NC(=O)c2cc(-c3ccco3)on2)no1,-2.6,-5,3,14,-16,-2,5,.,2.6,0.3,4.2
Cc1ccn2c(C(=O)c3ccc(Cl)cc3)cnc2c1,-2.7,0,-7,14,-19,-30,11,4,1.1,1.2,2.5
Cc1cc(C(=O)Nc2cccc3c2O[C@H](CN(C)CC2CC2)[C@@H](C)CN([C@H](C)CO)C3=O)n(C)n1,-1.0,-3,0,6,-30,-6,0,-27,-0.6,3.1,1.4
N#Cc1c(-c2ccccc2)ccn(Cc2ccccc2Cl)c1=O,-0.8,4,-1,4,2,i,0,.,3.4,6.5,6.0
C=CCOc1ccc(CN(C)CC(=O)Nc2ccc3c(c2)CCC3)cc1,2.5,-9,7,-14,-3,4,-7,-10,-2.9,3.7,2.1
O=C(Nc1ccc(N2CCCCC2)cc1)c1cc(S(=O)(=O)N2CCOCC2)ccc1F,0.4,-1,0,-2,1,-11,9,-143,-0.7,0.5,4.7
CCN(C(=O)COC(=O)c1nc(Cl)ccc1Cl)C1CCS(=O)(=O)C1 (stereo not given),-0.1,2,-6,1,5,4,-7,-16,-1.6,0.3,1.2
Cc1ccc(-c2cc(C(=O)Nc3ccc(S(=O)(=O)Nc4nccs4)cc3)c3ccccc3n2)c(C)c1,-1.0,-13,3,6,-7,-5,-8,-19,0.2,0.3,3.0
CCOc1ccc(C2CC(c3cccc(C)c3)n3ncnc3N2)cc1 (stereo not given),-2.3,1,11,12,-2,5,-5,.,-2.2,1.4,1.1
Cc1ccc(OCCn2c(Br)nc3c2c(=O)n(C)c(=O)n3C)cc1,0.5,-3,7,-3,-20,-3,-1,.,2.1,1.2,2.0
COc1cccc(-n2nnc3c(=O)n(CC(=O)OCc4ccccc4)cnc32)c1,-1.2,-3,13,7,15,-8,-18,3,-0.1,0.3,1.2
O=C(CN1C(=O)C(=O)c2ccccc21)c1ccccc1,-11,0,-5,52*,19,134,4,-11,-0.8,-1.5,5.0
CN(C)C(CNC(=O)Cc1cccc(C(F)(F)F)c1)c1ccco1 (stereo not given),63*,-4,-11,-299,0,0,12,-47,-0.2,0.0,4.0
CS(=O)(=O)N(CC(=O)NC1CC2CCC1C2)c1cccc(C(F)(F)F)c1 (stereo not given),-0.2,6,0,1,-9,18,-8,3,0.8,-3.6,0.0
CN1CCN(c2nc(-c3ccc(Cl)cc3Cl)nc3ccccc23)CC1,-1.4,-12,0,6,12,23,-5,-1,-2.2,-3.4,2.5
CC(C)CCN1CCN(Cc2cccc(-n3cccn3)c2)CC1CCO (stereo not given),-0.8,-4,-12,4,-7,.,-4,7,-0.2,2.3,1.1
CCOc1ccc(C=NNc2ccc(S(=O)(=O)Nc3ccccc3C(=O)O)cc2[N+](=O)[O-])cc1OC,-2.3,-5,-1,11,17,.,4,-25,-0.2,1.6,.
Nc1scc2c(C(=O)N/N=C/c3ccc(Cl)cc3)nn(-c3ccccc3)c(=O)c12,0.9,-6,2,-5,6,-15,-1,.,-1.0,2.5,1.6
CCOCCCN(C(=O)CNC(=O)c1ccco1)C(C(=O)NC1CCCC1)c1ccccc1C (stereo not given),-1.6,2,3,9,-13,-28,-1,3,0.3,-2.2,2.2
COc1ccc(N/C(=C/[N+](=O)[O-])SC)cc1,-3.5,-3,-4,16,5,-2,4,12,-0.6,0.1,1.5
CC(C)Cn1c2c(c(=O)[nH]c1=O)C(NS(=O)(=O)c1ccc(Cl)cc1)(C(F)(F)F)C(=O)N2 (stereo not given),-0.2,11,1,1,4,-16,11,-18,1.6,2.1,1.1
CN(CC(=O)Nc1ccccc1Br)C(=O)c1ccccc1-c1nc2ccccc2s1,-0.4,7,3,2,21,-28,-9,-7,2.5,5.3,0.7
CCC1(C)NC(C(=O)O)Cc2c1[nH]c1ccccc21 (stereo not given),-0.7,-3,-7,4,-26,-27,3,1,2.8,0.7,0.2
